Bioassay records as filed in PubChem.
hERG protect – shields human hERG channel from block by proarrhythmic agents; CHO-hERG, FluxOR thallium flux, dofetilide IC70 present; Q12809; AID 1511; activation (rescue from dofetilide block), less the hit threshold, % at 10 µM; actives 0.51% (n = 310,000);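 active means activation above the mean of controls blocked by dofetilide plus 5 SD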;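 further: thallium influx through hERG after potassium depolarization seen as dye fluorescence rise; in these data hits start at about 4.7%; inactives centre near -7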
TMEM16A act – activators or potentiators of mouse TMEM16A chloride channel. Q8BHY3. HEK293 TMEM16A/YFP-H148Q/I152L, iodide quench fluorescence; stronger effect = lower value. B-score at 10 µM. actives 0.3% (n = 340,000);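 active means fluorescence-ratio B-score plate-corrected deviation score at least 3 library SD below zero, with starting fluorescence score within 5 deviations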;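 further: channel opened by trigger with iodide after compound preincubation; score built on the fluorescence ratio of max minus min over baseline; more negative score means more quench and so TMEM16A activation or potentiation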
RGS4 block – inhibitors of human RGS4 | P49798 | HEK293 M3R/RGS4 inducible, Fluo-4 calcium flux; stronger effect = higher value; triggered by carbachol at its EC20 | B-score at 10 µM | actives 0.45% (n = 310,000) | AID 463165;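 active means B-score, a plate-corrected calcium signal, over three deviations above library mean, with baseline fluorescence within five deviations of library mean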;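 further: RGS4 expression induced by doxycycline in cells with stable M3 receptor; B-score is computed from the integrated fluorescence ratio over baseline after carbachol; higher B-score means a larger calcium signal and so more RGS4 inhibition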
KCNQ1 pot – potentiates or activates the human KCNQ1 potassium channel; AID 2648; CHO-K1 KCNQ1, thallium flux FluxOR fluorescence; stronger effect = higher value; B-score at 10 µM; actives 0.35% (n = 310,000); P51787;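 active means fluorescence ratio B-score, a plate-corrected score, at least three library SD, with initial intensity B-score within 5 SD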
Target sequence (P51787 whole entry, looked up): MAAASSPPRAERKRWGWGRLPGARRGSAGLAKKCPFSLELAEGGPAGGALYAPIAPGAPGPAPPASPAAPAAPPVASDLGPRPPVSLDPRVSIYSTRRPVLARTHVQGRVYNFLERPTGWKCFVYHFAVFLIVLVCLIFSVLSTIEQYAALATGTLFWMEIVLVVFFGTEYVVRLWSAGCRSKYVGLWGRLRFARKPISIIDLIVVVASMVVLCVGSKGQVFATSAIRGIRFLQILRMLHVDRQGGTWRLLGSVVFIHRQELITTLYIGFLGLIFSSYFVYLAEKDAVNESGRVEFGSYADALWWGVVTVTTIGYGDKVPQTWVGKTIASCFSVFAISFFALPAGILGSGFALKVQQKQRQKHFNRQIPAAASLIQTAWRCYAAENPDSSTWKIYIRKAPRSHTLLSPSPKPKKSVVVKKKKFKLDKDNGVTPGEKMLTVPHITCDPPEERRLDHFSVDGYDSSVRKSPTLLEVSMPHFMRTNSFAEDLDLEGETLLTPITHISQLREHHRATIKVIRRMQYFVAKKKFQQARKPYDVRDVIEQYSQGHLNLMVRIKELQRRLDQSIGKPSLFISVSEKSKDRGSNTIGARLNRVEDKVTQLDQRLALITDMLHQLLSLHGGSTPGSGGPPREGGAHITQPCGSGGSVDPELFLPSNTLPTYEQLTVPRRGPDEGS
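Medium – assay buffer, equal DMSO in all wells · Material – CHO-K1 cell line with stable KCNQ1 potassium channel expression · Signal – kinetic FluxOR thallium fluorescence, 10-s 1-Hz baseline, 110-s post-stimulus read · Compound – single concentration per compound, DMSO matched to controls · Schedule – 37 °C overnight plating, 90-min dark dye load, 20-min compound pretreatment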
TMEM16A inh – mouse TMEM16A channel inhibition, primary screen; Q8BHY3; HEK293 TMEM16A/YFP iodide influx fluorescence, ionomycin; normalized B-score (activity score, 25-100; higher = stronger inhibition) at 10 µM; actives 1.2% (n = 310,000); AID 588511;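 active means ratio plate-corrected score three or more library SD toward inhibition, starting fluorescence score within five deviations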;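 further: score derived from kinetic fluorescence span divided by baseline fluorescence per well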
KCNK9 block – blocks the human KCNK9 two-pore domain potassium channel | Q9NPC2 | HEK293 KCNK9, FluxOR thallium flux fluorescence; stronger effect = lower value | B-score at 10 µM | actives 1.2% (n = 310,000);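 active means ratio B-score over 3 SD below the library mean, with starting fluorescence within 5 SD of its mean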;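 further: negative B-score means less thallium flux so channel inhibition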
KCNK3 inh – human KCNK3 channel inhibition, primary screen | O14649 | CHO-KCNK3 thallium flux, FluxOR fluorescence; stronger effect = lower value | B-score at 10 µM | actives 0.84% (n = 340,000);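 active means B-score under library mean minus 4 SD, starting fluorescence ratio at most library mean plus 5 SD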;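 further: more negative B-score means stronger inhibition of thallium flux through KCNK3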
Target sequence (O14649 whole entry, looked up): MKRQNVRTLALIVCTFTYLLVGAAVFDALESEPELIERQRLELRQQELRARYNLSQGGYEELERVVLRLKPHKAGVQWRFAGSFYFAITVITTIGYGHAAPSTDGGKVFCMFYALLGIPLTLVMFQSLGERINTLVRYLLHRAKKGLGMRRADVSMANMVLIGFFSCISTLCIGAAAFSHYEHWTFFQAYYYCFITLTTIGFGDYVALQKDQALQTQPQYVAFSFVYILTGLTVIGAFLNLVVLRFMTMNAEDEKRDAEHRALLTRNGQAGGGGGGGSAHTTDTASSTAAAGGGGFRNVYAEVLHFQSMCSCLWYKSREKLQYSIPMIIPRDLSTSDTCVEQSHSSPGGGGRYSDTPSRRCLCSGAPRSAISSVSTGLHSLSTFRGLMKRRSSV
HDAC3 inhib – inhibitors of human histone deacetylase 3 | O15379 | recombinant HDAC3, fluorogenic peptide/trypsin coupled, fluorescence | inhibition, % at 8.3 µM | actives 0.15% (n = 320,000) | AID 2718; in the data active means inhibition above about 26%, passing the limit was not always enough; inconclusive means no clear call, values can overlap the other calls
SKKanGAS inh – inhibitors of SKKanGAS S. pyogenes growth in kanamycin (SK-promoter or general growth effect) | actives 1.3% (n = 300,000) | AID 1662 | inhibition, % at 7.5 µM | BacTiter-Glo, 6 h;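 active means mean replicate score, as percent of positive control median, at least 50; inconclusive means mean below 50 but one replicate at or above 50; inactive means mean and every replicate below 50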;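 further: strain carries kanamycin resistance gene driven by streptokinase promoter and grows in 40 µg/ml kanamycin; loss of luminescence reflects streptokinase promoter inhibition or plain growth inhibition; 0% = median of DMSO wells and 100% = positive control at its reference dose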
KCNQ1 inh – human KCNQ1 channel inhibition; CHO-K1 KCNQ1, FluxOR thallium flux fluorescence; stronger effect = higher value; B-score at 10 µM; actives 1.3% (n = 310,000);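 active means compounds whose thallium flux B-score, printed positive for inhibition, exceeds three library SD while starting fluorescence stays within three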;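 further: channel opened by potassium depolarization with thallium stimulus after 20 min compound exposure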
RGS4 act – potentiators or activators of RGS4 | HEK293 M3R/inducible RGS4, carbachol calcium flux Fluo4; stronger effect = lower value | B-score at 10 µM | actives 0.92% (n = 310,000) | AID 463111;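 active means B-score of the integrated calcium signal more than 4 SD below the library mean, with starting fluorescence not abnormally high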;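 further: negative B-score means reduced calcium response which marks RGS4 activation or potentiation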
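Assay system: Inducible-RGS4 HEK293 cells carrying M3 receptor | Schedule: Compound preincubation 20 min at room temperature before agonist | Signal: Kinetic calcium fluorescence imaging with Fluo4-AM dye, 2 µM | Read-out basis: B score from integrated fluorescence ratio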
* marks the source's active call; other numbers are inactive results; i = inactive; ? = inconclusive; nt = no result given; & = joins results of further samples.

compound	hERG protect	TMEM16A act	RGS4 block	KCNQ1 pot	TMEM16A inh	KCNK9 block	KCNK3 inh	HDAC3 inhib	SKKanGAS inh	KCNQ1 inh	RGS4 act
c1ccc(COc2ccccc2CNCc2cccnc2)cc1	-8	i	i	i	i	i	i	4	-3	i	i
CCN(CC)c1ccc(C(=S)NC2CCCCC2)cc1	-4	i	i	i	i	i	i	5	0	i	i
CCOc1ccc(NC(=O)Cn2cc(C(=O)C3CC3)c3ccccc32)cc1	-2	i	i	i	i	i	i	2	0	i	i
COc1cc(NC(=O)CCS(=O)(=O)c2ccc3c(c2)oc(=O)n3C)cc(OC)c1OC	-10	i	i	i	i	i	i	-4	-1	i	i
Cc1oc2c(c1C(=O)NC(Cc1c[nH]c3ccccc13)C(=O)O)CCCC2 (stereo not given)	-5	i	i	i	i	i	i	6	-5	i	i
CC(C)(C)OC(=O)CNC(=O)c1[nH]cnc1C(=O)N[C@@H](CCCCNC(=O)OC(C)(C)C)C(=O)OC(C)(C)C	-10	i	i	i	i	i	i	14	1	i	i
COc1cc(NC(=O)C2CCCN(S(=O)(=O)c3ccc4[nH]c(=O)ccc4c3)C2)cc(OC)c1 (stereo not given)	-7	i	i	i	i	i	i	-5	1	i	i
CC(=O)c1ccc(Oc2cc(C)nc(NCc3ccccc3)n2)cc1	-4	i	i	i	i	i	i	-9	5	i	i
CC(=O)Nc1nc(C)c(-c2csc(Nc3ccccn3)n2)s1	-5&-5	i	i	i	i	i	i	4&6	6&-1	i	i
CN(Cc1ncc[nH]1)C(=O)c1cc(COc2c(F)cccc2F)on1	-10	i	i	i	i	i	i	-3	4	i	i
CC1(C(=O)N2CC3(CC(c4cccc(NC(=O)COc5ccc(Cl)cc5)c4)=NO3)C[C@@H]2C(N)=O)CC1 (stereo not given in full)	-11	i	i	i	i	i	i	-3	5	i	i
O=c1c2cc(Cl)ccc2nc(-c2ccccc2Cl)n1O	-2	i	i	i	i	i	i	-5	17	i	i
O=c1oc2ccccc2c(NCc2ccc(Cl)cc2)c1[N+](=O)[O-]	-11	i	i	i	i	i	i	2	0	i	i
CCc1cc(=O)[nH]c(SCc2cccc3ccccc23)n1	-8	i	i	i	i	i	i	3	-7	i	i
Nc1cc([N+](=O)[O-])cc2oc(-c3ccccc3)cc12	-2	i	i	i	i	i	i	3	12	i	i
CC(=O)Nc1ccc(C(=O)Nc2ccc3c(c2)OCO3)cc1	-8	i	i	i	i	i	i	17	2	i	i
N=c1c2ccccc2nnn1-c1ccc(C(F)(F)F)cc1	-10	i	i	i	i	i	i	7	14	i	i
N/C(Cc1cccs1)=N\OC(=O)COc1ccc(Cl)cc1Cl	-2	i	i	i	i	i	i	3	15	i	i
OCc1ccccc1CN1CCCCCC1	-11	i	i	i	i	i	i	0	-3	i	i
COc1cc2sc(NC(=O)c3ccco3)nc2cc1Cl	-8	i	i	i	i	i	i	-2	-2	i	i
CC(C)OC(=O)C[N+](C)(C)CCN1C(=O)C2C(c3ccccc3)C=CC(c3ccccc3)C2C1=O (stereo not given)	-4	i	i	i	i	i	i	-4	9	i	i
Clc1ccc(/C=N/N2CCCCC2)cc1	-8	i	i	i	i	i	i	-3	18	i	i
CC(C(=O)NC(C)(C)C)N(C(=O)CS(=O)CC(=O)Nc1ccc(F)cc1)c1ccccc1F (stereo not given)	-8	i	i	i	i	i	i	nt	2	i	i
COc1ccc(OC)c(CNC(=O)Cn2nc(C)c3c(C)n(-c4ccc(C)cc4)nc3c2=O)c1	-7	i	i	i	i	i	i	-2	2	i	i
COc1ccc(S(=O)(=O)Nc2c(C)nc3nc[nH]n3c2=O)cc1	-3	i	i	i	i	i	i	-4	7	i	i
CCc1ccc(C(=O)N2CCN(c3ccc(NC(=O)c4ccco4)cc3)CC2)cc1	-8	i	i	i	i	i	i	-7	2	i	i
CCn1c2ccccc2c2cc(NC(=O)C(C)Oc3ccccc3)ccc21 (stereo not given)	1	i	i	i	i	i	i	3	2	i	i
CCCC(C(=O)NCCc1ccc(S(N)(=O)=O)cc1)c1ccccc1 (stereo not given)	1	i	i	i	i	i	i	0	1	i	i
Cc1ncc(CN2CCC(C(=O)Nc3ccc(-n4cccn4)cc3)CC2)s1	-6	i	i	i	i	i	i	-4	-11	i	i
COc1ccc(OCc2cc(C(=O)N3CCOCC3)no2)c(Cl)c1	-1	i	i	i	i	i	i	0	3	i	i
Cc1c(N=Cc2nc3ccccc3[nH]2)c(=O)n(-c2ccccc2)n1C	0	-13*	i	i	i	i	i	3	-9	i	i
O=C(CCN1C(=O)C2C3C=CC(C3)C2C1=O)NC1CCCCC1 (stereo not given)	-1	i	i	i	i	i	i	4	-4	i	i
C=CCn1c(C)csc1=Nc1ccc(C(C)=O)cc1	-2	i	i	i	i	i	i	-7	-4	i	i
N#Cc1cc2c(nc1SCC(O)CS(=O)(=O)Cc1ccc(Cl)cc1)CCCC2 (stereo not given)	-3	i	i	i	i	i	-11*	10	2	i	i
CC(C)NC(=O)c1onc(CSc2ccc(C(C)C)cc2)c1C(=O)O	-17	i	i	i	i	i	i	-6	20	10*	i
Cc1nc(CN2CCN(C(=O)CCc3nnc(Cc4c[nH]c5ccccc45)o3)CC2)cs1	-11	i	i	i	i	i	i	-2	5	i	i
CCOc1cc(NC(=S)NCCOC)c(OCC)cc1NC(=O)c1cccs1	-9	nt	i	i	i	i	nt	-2	-5	i	i
CCOC(=O)CNc1c(N2CCN(c3ccccn3)CC2)c(=O)c1=O	-11	i	i	i	i	i	i	0	-5	i	i
COc1ccccc1-n1nc(C(=O)O)c2ccccc2c1=O	-8	i	i	i	i	i	i	5	2	i	i
COc1ccc(Br)cc1S(=O)(=O)N1CCCc2ccccc21	-5	i	i	i	i	i	i	-7	4	i	i
O=C(O)Cc1ccc2oc(-c3cccnc3)nc2c1	-5	i	i	i	i	i	i	9	-5	i	i
Cc1csc(NC(=O)C2CCCCC2)n1	-6	i	i	i	i	i	i	-2	1	i	i
CCCc1cc(=O)[nH]c(SCCN2C(=O)c3ccccc3C2=O)n1	-13	i	i	i	i	i	i	-8	-15	i	i
C=CCOc1cccc(C(=O)Nc2ncn[nH]2)c1	-13	i	i	i	i	i	i	1	-5	i	i
Cc1sc2nc(SCC(=O)O)[nH]c(=O)c2c1C	-4	i	i	i	i	i	i	nt	7	i	i
Cc1nc2c(C#N)c[nH]n2c(=O)c1Cc1ccccc1	-7	i	i	i	i	i	i	0	3	i	i
CCCC[C@@H]1CNC(=O)C(=O)N1CCc1cc(C(F)(F)F)cc(C(F)(F)F)c1	-7	i	i	i	i	i	i	9	1	i	i
COc1ccc(F)cc1S(=O)(=O)NC(Cc1ccccc1)C(N)=O (stereo not given)	-7	i	i	i	i	i	i	-3	1	i	i
CN(C)S(=O)(=O)c1ccc(NC(=O)c2ccncc2)cc1	0	i	i	i	i	i	i	-7	-11	i	i
O=C(CSc1ncn[nH]1)N1N=C2/C(=C/c3ccccc3)CCCC2C1c1ccccc1 (stereo not given)	-9	i	5.1*	i	i	-12*	i	1	-5	i	i
O=C(Nc1ccc(F)cc1)Nc1ccc2c(c1)OCO2	-6	i	i	i	i	i	i	-1	5	i	i
CCOC(CNC(=O)c1cc(C)nn1-c1ccccc1)OCC	0	i	i	i	i	i	i	?	4	i	i
O=C(Nc1cccc(-c2nnc(-c3ccccc3)o2)c1)C1CCCCC1	-5	i	i	i	i	-8.8*	-11*	-4	10	i	i
Cc1ccc(S(=O)(=O)Nc2ccc(C(=O)N3CCOCC3)cc2)cc1	-11	i	i	i	i	i	i	-1	5	i	i
CC1CCN(C(=O)CSc2nc3c(c(=O)n2C)SCC3)CC1	-8	i	i	i	i	i	i	nt	3	i	i
COc1c(C)cc(Br)cc1C(=O)NC(=S)NCc1ccco1	-8	i	i	i	i	i	i	5	0	i	i

(next part)
compound	hERG protect	TMEM16A act	RGS4 block	KCNQ1 pot	TMEM16A inh	KCNK9 block	KCNK3 inh	HDAC3 inhib	SKKanGAS inh	KCNQ1 inh	RGS4 act
Cc1nn(-c2ccccc2)c2ncc(C(=O)c3cc(Cl)ccc3O)cc12	-7	i	i	i	i	i	i	10	0	i	i
Cc1c(C(=O)Nc2cccc([N+](=O)[O-])c2)csc1-c1ccccc1	-6	i	i	i	i	i	i	7	-4	i	i
COc1ccc(CNc2c(C(=O)O)cnc3c2cnn3C)cc1	-4	i	i	i	i	i	i	8	1	i	i
CCc1ccc(N=C2NC(=O)/C(=C/c3cc(Br)c(OCC(=O)O)c(OC)c3)S2)cc1	-5	i	i	i	i	i	i	6	44	i	i
COc1ccc(C(=O)Nc2ccnn2C2CCN(Cc3ccccn3)CC2)cc1	-11	i	i	i	i	i	i	-1	3	i	i
Cc1ccc(Nc2nnc(SCc3nc4ccccc4c(=O)[nH]3)s2)cc1	-11	i	i	i	i	i	i	-14	0	i	i
CCOc1ccc(NC(=O)COC(=O)C2C3CC4OC(=O)C2C4C3)cc1 (stereo not given)	-7	i	i	i	i	i	i	-11	-3	i	i
Cc1c(NC(=O)COC(=O)c2ccc(Br)o2)c(=O)n(-c2ccccc2)n1C	-9	i	i	i	i	i	i	1	-2	i	i
COC(=O)C1CCN(S(=O)(=O)c2ccc(NC(C)=O)cc2)CC1	-5	i	i	i	i	i	i	6	-23	i	i
CCOC(=O)c1sc(NC(=O)c2ccc(S(=O)(=O)N(CC)CC)cc2)nc1C	-10	i	i	i	i	i	i	-16	3	i	i
O=C(NNC1=C(C(=O)C(F)(F)F)CCC1)c1cccc(O)c1	-14	i	i	i	i	i	i	23	22	i	i
COc1ccc(/C=C(\C#N)C(=O)c2c(C)[nH]c3ccccc23)cc1OC	-23	i	i	i	i	i	i	3	-10	6*	i
CCOC(=O)c1c(C)n(C)c2cc(Br)c(C(=O)OC)cc12	-10	i	i	i	i	i	i	4	2	i	i
